Assay outcomes deposited in PubChem BioAssay by several laboratories.
HIV RNase H inh: blocks HIV-1 RNase H cleavage of RNA/DNA duplex; P04585; RT-RNase H RNA/DNA duplex cleavage, fluorescence; inhibition, % at 10 µM; hit rate 1.9% among 65,000; AID 565; in the data active = inhibition above about 50%
RmlCD inh mix: mixture blocks RmlC and RmlD coupled enzyme activity; hit rate 0.39% among 110,000; inhibition, % at 5.5 µM; AID 1532; RmlC/RmlD coupled enzyme inhibition, 384-well mixture HTS; in the data active = inhibition above about 30%, passing the limit was not always enough; also: strong numbers were not always called active
Numbers without * were called inactive; nt = no result given; & = joins results of further samples.

The line under a structure holds: HIV RNase H inh	RmlCD inh mix
1) COC(=O)c1ccc(NCC(=O)c2ccccc2)cc1
 : 4	9
2) CCCCCCN(C(=O)CCCCCN1C(=O)NC(c2ccc(Cl)cc2)C(C(=O)OCc2ccccc2)=C1C)C(C(=O)NCCCC)c1ccc(OCC(=O)OC)c(C(=O)OC)c1 (centres undefined)
 : nt	-6
3) Cc1ccc(NC(=O)NC2CCCCC2)cc1Cl
 : -7	4
4) CS(=O)(=O)N1CCc2cc(-c3csc(NCC4CCCO4)n3)ccc21 (centres undefined)
 : -8	6
5) COc1ccc(C(=O)N(C(C)C)C(C)C)c(OC)c1
 : nt	-14
6) CC(=O)NC1(c2cccc(F)c2)CCN(C(=O)Nc2ccc(C#N)cc2)CC1
 : -10	2
7) COc1ccc(Cl)cc1NC(=O)C(C)Sc1nncn1C (centres undefined)
 : nt	-9
8) Cc1cc(NC(=O)CSc2nnc(C3CC3)n2N)no1
 : -1	7
9) c1ccc2cc(-c3csnn3)ccc2c1
 : nt	-14
10) CCOc1cnc(-c2ccc(Cl)cc2)o1
 : nt	28
11) CC(COc1cccc2ccccc12)CN1CCN(C)CC1 (centres undefined)
 : 2	4
12) CCOC(=O)/C(C#N)=C1/C=CN(C)C=N1
 : 5	4
13) Cc1ccccc1CSc1ncc(C#N)c(N)n1
 : -29	nt
14) COC(=O)CSc1nc(N)c(C#N)c(-c2ccco2)c1C#N
 : nt	3
15) Cc1cc(C)n(CCc2nc(-c3cc4ccccc4o3)cs2)n1
 : -41	nt
16) CCn1c(SCC(=O)c2cc(OC)ccc2OC)nnc1C1CC1
 : 7	7
17) O=C(/C=C/c1ccccc1)c1ccc2c(c1)OCCCCO2
 : nt	5
18) O=C(CN1C(=O)NC2(CCCCCC2)C1=O)c1ccc2c(c1)OCCO2
 : 6	-3
19) O=C(Nc1c(F)c(F)c(F)c(F)c1F)C1CCCCC1
 : -1	6
20) Cc1ccccc1C(=O)NC(NCC1CCCO1)C(Cl)(Cl)Cl (centres undefined)
 : nt	6
21) Cc1csc(NC(=O)c2c(O)c3cccc4c3n(c2=O)CCC4)n1
 : -6	nt
22) NS(=O)(=O)c1ccc(CNC(=O)c2ccc(Br)o2)cc1
 : 3	3
23) COc1ccc(OC)c(C2C(C(=O)c3ccc(C)o3)=C(O)C(=O)N2CCCN2CCOCC2)c1 (centres undefined)
 : 4	nt
24) Cc1cnc(Nc2nc3ccccc3o2)nc1C(=O)Nc1cccc(C(F)(F)F)c1
 : 26	9
25) O=C(CCC1CCCCC1)NCCN1C2=NC[C@H](Cc3ccccc3)N2C[C@H]1Cc1ccc(O)cc1
 : nt	-20
26) CCOC(=O)C1=C(C)NC(SCC(N)=O)=C(C#N)C1c1ccccc1 (centres undefined)
 : nt	8
27) COc1cccc(N2CCN(C3CC(=O)N(c4ccc(Cl)cc4)C3=O)CC2)c1 (centres undefined)
 : 8	-12
28) COC(=O)c1ccc(CNC(=O)COc2ccccc2Br)o1
 : -43	-3
29) Clc1ccc(Cl)c(OCCN2CCOCC2)c1
 : -10	-17
30) CCN(CC)C(=O)c1cc(-c2ccc(Br)cc2)on1
 : -15	9
31) COc1ccc2occ(C(=O)c3ccc(N=C(C)N(C)C)cc3)c2c1
 : -9	nt
32) CCOC(=O)N1CCC(N2Cc3cccc(C(=O)N4CC(C)CC(C)C4)c3C2=O)CC1 (centres undefined)
 : -22	nt
33) CC(=O)Nc1cc(C(F)(F)F)ccc1OCC1CCCO1 (centres undefined)
 : -2	8
34) O=C(Nc1ccccc1C(=O)N1CCCC1)C1CCN(c2ncccn2)CC1
 : -13	10
35) CCn1cnc2cc(NS(=O)(=O)c3ccc(C)cc3)ccc21
 : nt	0
36) O=C(c1ccccc1)c1nn(-c2ccccc2)c2nnc(Cc3ccccc3)c(=O)n12
 : nt	-5
37) C/C(=N/OC(=O)c1ccc(C)cc1)c1ccc(N2C(=O)C3CCCCC3C2=O)cc1 (centres undefined)
 : nt	-7
38) COC(=O)CCN(C(=O)c1cccc(OC(C)=O)c1)c1ccccn1
 : nt	-19
39) COc1ccc(S(=O)(=O)N(C(C)=O)c2ccc3oc(=O)sc3c2)cc1
 : 0	8
40) CCOC(=O)N1CCC(NC(=O)c2cc3c(=O)n(C)c4ccccc4c3n2C)CC1
 : -7	-13
41) CCCCNC(=O)Nc1ccon1
 : -2	6
42) O=C(CCC(=O)N1CCCC1)Nc1nnc(C2CCCCC2)s1
 : 8	5
43) Cc1ccnc(N2CCCC(C(=O)Nc3cc(F)ccc3C)C2)n1 (centres undefined)
 : 58*	-9
44) CCN(CC(=O)NC(C)C)C(=O)c1ccc(S(=O)(=O)N(C)c2ccccc2OC)cc1
 : -4	2
45) O=C(CSc1nnc(Cn2c(=O)sc3ccccc32)n1CCc1ccccc1)N1CCCC1
 : -10	nt
46) Cn1ncc([N+](=O)[O-])c1C(=O)N1CCOCC1
 : nt	-14
47) CN(Cc1nc(-c2ccccn2)no1)S(=O)(=O)c1ccccc1
 : -15	36
48) O=C(Nc1ccc(Cl)cc1)c1cnc(-c2ccccc2)nc1-c1ccccc1
 : nt	8
49) COc1ccccc1-c1nc(C#N)c(N2CCCCCC2)o1
 : nt	-22
50) Cc1cnc(SCCc2ccncc2)nc1C
 : -2	6
51) COC(=O)[C@@H]1C[C@@]2(O)[C@H](O)[C@H](O)[C@H](O)C[C@H]2N1Cc1ccc(C(C)(C)C)cc1
 : nt	-20
52) CSc1nnc(-c2cnccn2)n1Cc1ccccc1
 : -8	8
53) COc1ccc2c(c1)C1(Nc3ccccc3-c3nc4ccccc4n31)C(=O)N2C (centres undefined)
 : 4	-3
54) CC(C)CCNC(=O)C1CCN(c2nnc(-n3cccc3)s2)CC1
 : nt	3
55) CCCCOc1ccc(N(CC(=O)NCC2CCCO2)C(=O)CCC(=O)Nc2cc(C)ccn2)cc1 (centres undefined)
 : nt	-6
56) CCc1ccc(-n2c(O)c(C=NCCN(CC)CC)c(=O)[nH]c2=O)cc1
 : nt	-13
57) COC(=O)C1CCN(CC(N)=O)CC1
 : nt	13
58) CCCC(=O)Nn1cnc2c(c1=O)C1(CCCC1)Cc1ccccc1-2
 : 0	-13
59) COc1ccc(NC(=O)CSc2nnc(-c3ccco3)n2C)cc1
 : 11	-8
60) CCCOC(=O)CSc1nc(N)c(C#N)c(-c2ccco2)c1C#N
 : nt	5

Continuation:
The line under a structure holds: HIV RNase H inh	RmlCD inh mix
61) Cc1cc(F)ccc1S(=O)(=O)Nc1ccccc1C(=O)Nc1ccc2[nH]c(=O)[nH]c2c1
 : -24	nt
62) O=c1cc2c(n[nH]1)CCCC2
 : -1	3
63) C=C(C)c1cccc(C(C)(C)NC(=O)N2CCN(c3ccccn3)CC2)c1
 : -10	15
64) CCNC(=O)CSc1nc2ccccc2c(=O)n1CCCOC(C)C
 : -8	-6
65) O=C(CCc1ccccc1)Nc1ccccc1C(=O)NCc1ccco1
 : nt	24
66) COc1ccc(C2=C(N)c3ccccc3C2=O)cc1
 : -14	4
67) CC(=O)NC1=NN(C(C)=O)C(C)(CS(=O)(=O)c2ccc(Cl)cc2)S1 (centres undefined)
 : nt	-8
68) CC1CCCCN1C(=O)Nc1cccc(Cl)c1 (centres undefined)
 : -24	-10
69) CCOc1ccc(C2NC(=O)c3ccccc3O2)cc1 (centres undefined)
 : 0	58
70) C/C=C/C(=O)OCC(=O)Nc1c(Cl)cccc1Cl
 : nt	-6
71) COc1ccccc1N1CCN(CCN2C(=O)CC(=C3c4ccccc4-c4ccccc43)C2=O)CC1
 : nt	-8
72) Cc1cc(NC(=O)CSc2nc3cc(Cl)ccc3s2)no1
 : nt	-19
73) C=CCNC(=O)c1ccc(OC)cc1OC
 : 1	2
74) O=C(c1noc2c1CCCC2)N1CCN(c2ccc(F)cc2)CC1
 : -2	8
75) O=C(Nn1c(C2CCC2)nc2ccccc2c1=O)C1CCC1
 : -3	21
76) O=C(Cc1ccccc1)N/N=C/c1ccc(Cl)cc1Cl
 : nt	-13
77) O=P1(c2ccccc2)C=Cn2c1cc1c2CCCC1 (centres undefined)
 : 3	4
78) CCCCCCN1N=C(C)C(C(=O)c2ccc(Cl)cc2)C1=O (centres undefined)
 : nt	15
79) O=C(NC1(C(F)(F)F)NC(=O)N(Cc2cccnc2)C1=O)c1ccccc1 (centres undefined)
 : nt	11
80) CN(C)c1nc(C(=O)Nc2ccccc2)nc(N(C)C)n1
 : -6	1
81) O=C1CCc2cc(S(=O)(=O)N3CCC(C(=O)NC4CCCc5ccccc54)CC3)ccc2N1 (centres undefined)
 : -7	10
82) CCCCCCC(C)n1cc(C(C)=O)c(=O)[nH]c1=O (centres undefined)
 : nt	9
83) Cc1cc(NC(=O)Cn2nnc3sc4c(c3c2=O)CCC(C(C)(C)C)C4)no1 (centres undefined)
 : -3	19
84) C/C(Cn1cnc([N+](=O)[O-])n1)=N\NC(=O)c1ccccc1F
 : nt	5
85) Cc1ccc(-n2c(SCC(N)=O)nnc2-c2ccccn2)cc1
 : 0	2
86) CCCCc1c(C)nn(-c2nnc3c4ccccc4n(CC)c3n2)c1C
 : -26	14
87) Cc1ccc([N+](=O)[O-])cc1-c1[nH]c(-c2ccc(O)c(O)c2)nc1-c1ccccc1
 : nt	-12
88) Cc1ccc(S(=O)(=O)N(CC(=O)N2CCOCC2)C2CCCCC2)cc1
 : -4	3
89) CS(=O)(=O)N(CC(=O)O)c1cccc(Cl)c1
 : -3	-13
90) Clc1cccc(Oc2ncc(CN3CCOCC3)s2)c1
 : nt	-16

The last three compounds of the section above are carried over, then new ones follow:
The line under a structure holds: HIV RNase H inh	RmlCD inh mix
88) Cc1ccc(S(=O)(=O)N(CC(=O)N2CCOCC2)C2CCCCC2)cc1
 : -4	3
89) CS(=O)(=O)N(CC(=O)O)c1cccc(Cl)c1
 : -3	-13
90) Clc1cccc(Oc2ncc(CN3CCOCC3)s2)c1
 : nt	-16
91) Fc1ccc(C2=Nn3c(nnc3-c3n[nH]c4c3CCC4)SC2)cc1
 : -27	-14
92) Cc1cc(C)c(S(=O)(=O)N(C)CC(N)=O)c(C)c1
 : -12	5
93) Fc1ccc(N2CCN(Cc3cnc(Oc4ccc(Br)cc4)s3)CC2)cc1
 : nt	7
94) CCOC(=O)C1C(=O)NCC1c1ccccc1 (centres undefined)
 : nt	-5
95) CCCCC1CC(/C(C)=N/NC(N)=O)OC1=O (centres undefined)
 : nt	18
96) COc1ccc(O)c(C(=O)/C=C/c2cc3ccccc3o2)c1
 : nt	-7
97) CC(C)C(NS(=O)(=O)c1ccc2c3c(cccc13)C(=O)N2)C(=O)O (centres undefined)
 : 3	7
98) COc1ccc(C(=O)OC(COc2ccccc2)Cn2ccnc2)cc1 (centres undefined)
 : -5	-27
99) CC(=O)c1cc(C#N)c(Oc2ccc(F)cc2)nc1C
 : nt	-2
100) Cc1ccc(Nc2cc(-n3cccn3)ncn2)c(C)c1
 : nt	-13
101) CC1(C)Nc2ccccc2N(CCC(=O)N2CCOCC2)C1=O
 : -4	-16
102) COC(=O)c1ccc(C(=O)OC)c(NC(=O)CSCc2ccc(Br)cc2)c1
 : nt	5
103) CC(C)CC(C(=O)NCC1CCCO1)N(C(=O)Cn1nnc(-c2ccc(F)cc2)n1)c1cccc(C(F)(F)F)c1 (centres undefined)
 : nt	4
104) O=C(OCc1ccccc1Cl)c1cccnc1Cl
 : nt	-14
105) O=C(Nc1ccc(Cl)cn1)c1cccnc1
 : -8	-6
106) O=C(c1cccs1)N1CCN(Cc2cccnc2)CC1
 : -7	9
107) CCOc1ccc(C(=O)N[C@H](C(=O)O)C(C)C)cc1
 : nt	-15
108) COC(=O)c1ccccc1OCc1cccc(C)n1
 : -15	-21
109) CCC(C)(C)C(=O)Nc1ccc(C(N)=O)cc1
 : nt	5
110) CCCCOc1ccc(OCCCN2CCOCC2)cc1
 : -5	-15
111) CC(C)C(=O)Nc1cccc(C(=O)Nc2nnc(C(C)C)s2)c1
 : nt	7
112) CN(C)S(=O)(=O)c1cc(C(=O)O)c(NC2CCCCC2)cc1Cl
 : nt	10
113) O=C(CCCN1C(=O)c2ccccc2C1=O)Nc1ccccn1
 : -26	-7
114) O=C([C@@H]1CC=C[C@@H]2CCN(C3CC3)C(=O)[C@@H]21)N1CCN(c2ccccc2)CC1
 : nt	-15
115) CC(C)(C)NC(=O)NC(=O)COC(=O)CNC(=O)c1cccc(F)c1
 : -6	6
116) Cc1noc(NS(=O)(=O)c2ccc(N)cc2)c1C
 : 8&-9	-16
117) CC(=O)c1cccc(NC(=O)CN(c2cccc(F)c2)S(C)(=O)=O)c1
 : -3	21
118) CCCCOc1ccc(CN2CCN(CCO)CC2)cc1
 : 0	11
119) CN(C)c1oc(-c2ccccc2F)nc1C#N
 : -66	17
120) Cc1ccc(S(=O)(=O)Nc2cccc(C(=O)Nc3cc(C)ccn3)c2)cc1
 : nt	-7
121) COC(=O)c1cc(-c2cccc(OC)c2)on1
 : 4	nt
122) N#Cc1cnn(CC2CCCCC2)c1N
 : -17	-14
123) Cc1ccc(NC2=C([N+](=O)[O-])CS(=O)(=O)C2)cc1
 : nt	-10
124) Cc1nn(C(=O)c2ccccc2)c2c1C(=O)CC(C)(C)C2
 : -4	12
125) Cc1cccc(N2CCN(CC(=O)Nc3ccc(-n4cnnn4)cc3)CC2)c1C
 : nt	7
126) CCC(C)[C@H](Nc1nc(-c2ccccc2)nc2c1oc1ccccc12)C(=O)O (some centres undefined)
 : nt	21

Five compounds already listed, ordered by molecular weight, falling:
The line under a structure holds: HIV RNase H inh	RmlCD inh mix
125) Cc1cccc(N2CCN(CC(=O)Nc3ccc(-n4cnnn4)cc3)CC2)c1C
 : nt	7
126) CCC(C)[C@H](Nc1nc(-c2ccccc2)nc2c1oc1ccccc12)C(=O)O (some centres undefined)
 : nt	21
123) Cc1ccc(NC2=C([N+](=O)[O-])CS(=O)(=O)C2)cc1
 : nt	-10
119) CN(C)c1oc(-c2ccccc2F)nc1C#N
 : -66	17
122) N#Cc1cnn(CC2CCCCC2)c1N
 : -17	-14

These rows are one share of the data. The share of hits here may be higher or lower than overall.
